Bioassay records (PubChem BioAssay)
TWEAK-Fn14 inh: inhibitors of TWEAK-Fn14 interaction signaling | 2% of 360,000 active | inhibition, % at 10 µM | TWEAK-stimulated Fn14 reporter cells, luciferase luminescence, 8 h; in the data active means inhibition above about 50%
CF NFkB block: inhibitors of cystic fibrosis induced NF-kB. KKLEB NF-kB-GFP reporter, PAF-induced, GFP fluorescence overnight. 0.86% of 360,000 active. inhibition, % at 5 µM;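 active means at least 50% inhibition at 5 µM, scaled per plate between neutral and stimulator controls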;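 further: PAF is a Pseudomonas aeruginosa culture filtrate used as stimulus; plate controls were PAF-stimulated DMSO wells for no effect and unstimulated DMSO wells for full effect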
NR2E3 ag-1: activates human NR2E3 receptor. AID 602229. inhibition of corepressor binding, % at 3.98 µM. CHO-S Gal4-NCOR/VP16-NR2E3 two-hybrid, luciferase. 0.35% of 360,000 active. Q9Y5X4;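 active means inhibition above the mean of all tested compounds plus 3 SD, cut at about 70% in these data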;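 further: 0% = DMSO with NR2E3 transfected cells and 100% = cells lacking NR2E3 construct; higher means lower luciferase signal from less NR2E3 corepressor binding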
Target sequence (Q9Y5X4 whole entry, looked up, the tested form may be a part): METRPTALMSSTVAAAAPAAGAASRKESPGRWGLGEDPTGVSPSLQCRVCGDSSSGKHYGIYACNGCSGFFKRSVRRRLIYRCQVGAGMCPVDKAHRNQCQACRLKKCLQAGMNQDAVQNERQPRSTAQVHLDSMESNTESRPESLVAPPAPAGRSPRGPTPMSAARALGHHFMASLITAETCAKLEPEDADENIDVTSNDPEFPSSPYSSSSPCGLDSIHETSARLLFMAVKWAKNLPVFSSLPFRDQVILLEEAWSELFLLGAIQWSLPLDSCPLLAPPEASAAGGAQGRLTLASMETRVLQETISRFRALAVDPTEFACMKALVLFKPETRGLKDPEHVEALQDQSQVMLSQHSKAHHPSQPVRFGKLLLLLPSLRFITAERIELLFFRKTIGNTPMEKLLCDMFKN
TROY signal inh: blocks TROY-dependent signaling in reporter cells; Q293 LMP1-TROYcd NF-kB luciferase reporter, 4 h; inhibition, % at 10 µM; 0.98% of 360,000 active; AID 1347056;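 active means compounds whose plate-normalised and pattern-corrected inhibition of the luciferase reporter signal at the single screening dose is 50% or more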
KKLEB tox: CF airway cell cytotoxicity counter-screen; 0.36% of 360,000 active; AID 602141; activity change (cytotoxicity), % at 5 µM; KKLEB CF airway cells viability, ATPlite luminescence, overnight; hits give low values; cells stimulated with P. aeruginosa culture filtrate;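 active means corrected activity change at or below -50% at 5 µM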
HIF-2a inh: HIF-2a inhibition; 786-0 RCC cells HIF-2a reporter, luciferase luminescence, overnight; 0.72% of 360,000 active; AID 624352; inhibition, % at 18.8 µM;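 active means inhibition of the luminescence signal of 40% or more relative to plate controls, in a single-dose primary screen at 18.75 µM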
MITF TRPM1 inh: reduces MITF-dependent TRPM1 promoter luciferase signal | 0.83% of 330,000 active | inhibition, % at 12.5 µM | SK-MEL-5 TRPM1 promoter luciferase, 24 h;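 active means mean inhibition across replicates of 60% or more, whatever share of single replicates reaches that level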; further: values of inactives mirror those of a sister screen read the other way
NR2E3 ag-2: activates human photoreceptor nuclear receptor NR2E3 | inhibition of corepressor binding, % at 4.78 µM | Q9Y5X4 | GST-NR2E3/biotin-RetCOR TR-FRET, 1536-well | AID 2300 | 0.12% of 320,000 active;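 active means percent inhibition above the cutoff of mean plus 3 SD of all tested compounds, set per screening campaign, cut at about 20% in these data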;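 further: 0% = DMSO wells and 100% = biotin wells as full block of FRET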
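system = GST-tagged NR2E3 plus biotinylated RetCOR corepressor | input = 1.35 nM GST-NR2E3 | also added = 7 nM biotin-RetCOR | schedule = 5 h incubation at 4 °C | measured by = TR-FRET with europium anti-GST and streptavidin-D2, 340 nm excitation | read-out = percent loss of FRET ratio relative to control wells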
Shn3 3UTR inh: inhibitors of Schnurri-3 3'UTR reporter in osteoblasts; Clone20 osteoblast Shn3 3'UTR firefly luciferase, 24 h; inhibition, % at 12.5 µM; 0.52% of 360,000 active;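 active means mean inhibition of at least 75% with every replicate also reaching 75%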;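 further: 0% = median of neutral control wells and 100% = pilot-screen positive control compound; some compounds past the cut are filed as inactive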
Peg3 promoter: inhibitors of Peg3 promoter. HeLa PEG-Prom luciferase reporter, luminescence, overnight. inhibition, % at 20 µM. 1.7% of 360,000 active. AID 588405;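 active means inhibition of at least 50% at 20 µM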
TRAIL sens C8: sensitizes caspase-8 expressing cells to TRAIL | inhibition (viability loss, TRAIL sensitization), % at 10 µM | NB7+C8 cells + TRAIL, ATPlite viability luminescence | 1% of 360,000 active;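 active means compounds causing at least 50% loss of cell viability in the single-dose screen, relative to plate controls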
An asterisk follows results filed as active; · = no result given.

The first two records, to show the layout:
Short keys – A = TWEAK-Fn14 inh; B = CF NFkB block; C = NR2E3 ag-1; D = TROY signal inh; E = KKLEB tox; F = HIF-2a inh; G = MITF TRPM1 inh; H = NR2E3 ag-2; I = Shn3 3UTR inh; J = Peg3 promoter; K = TRAIL sens C8
Cc1ccc(C(=O)c2c3ccc(C(F)(F)F)cc3[n+]([O-])n2CCC(N)=O)cc1
  A: 25	B: -17	C: -1	D: 33	E: 21	F: 1	G: -5	H: 4	I: -10	J: 4	K: 2

CC(C)(C)c1cc(C(=O)N2CCc3ccccc3C2)ccn1
  A: -14	B: -15	C: 6	D: 5	E: 2	F: -13	G: -36	H: 2	I: 63	J: -5	K: -4

The listing (from the top)
Short keys – A = TWEAK-Fn14 inh; B = CF NFkB block; C = NR2E3 ag-1; D = TROY signal inh; E = KKLEB tox; F = HIF-2a inh; G = MITF TRPM1 inh; H = NR2E3 ag-2; I = Shn3 3UTR inh; J = Peg3 promoter; K = TRAIL sens C8
Cc1ccc(C(=O)c2c3ccc(C(F)(F)F)cc3[n+]([O-])n2CCC(N)=O)cc1
  A: 25	B: -17	C: -1	D: 33	E: 21	F: 1	G: -5	H: 4	I: -10	J: 4	K: 2

CC(C)(C)c1cc(C(=O)N2CCc3ccccc3C2)ccn1
  A: -14	B: -15	C: 6	D: 5	E: 2	F: -13	G: -36	H: 2	I: 63	J: -5	K: -4

CC(C)CCNC(=O)C(c1ccc(O)cc1)N(Cc1ccco1)C(=O)CCC(=O)Nc1nccs1 (configuration not stated)
  A: 17	B: 13	C: -11	D: -16	E: -6	F: 16	G: 3	H: 1	I: -3	J: 2	K: -10

Cc1csc(=O)n1CC(=O)OCC(=O)NNC(=O)c1ccc(Cl)cc1
  A: 19	B: -9	C: -40	D: -7	E: -7	F: 7	G: 10	H: 2	I: -17	J: 5	K: 0

COc1ccc(NC(=O)C2CCCN2C(=O)OCc2ccccc2)cc1 (configuration not stated)
  A: -17	B: 5	C: 3	D: 12	E: 5	F: 12	G: -9	H: -1	I: ·	J: 9	K: 5

COc1ccc(CNC(=O)C(c2cccc(C)c2)N(C(=O)c2csnn2)C2CC2)cc1 (configuration not stated)
  A: 14	B: -2	C: 26	D: 18	E: 1	F: 6	G: 2	H: 0	I: 11	J: 20	K: 7

Cc1ccc(N2CC(c3nc4ccccc4[nH]3)CC2=O)c(C)c1 (configuration not stated)
  A: 2	B: -15	C: 14	D: -8	E: 0	F: 14	G: 6	H: 0	I: -12	J: 1	K: -3

Cc1noc(C)c1C(=O)OCC(=O)Nc1ncc(Cl)c(C)c1Cl
  A: 12	B: -13	C: -6	D: -16	E: -15	F: 6	G: -10	H: ·	I: 15	J: 0	K: -4

C=CCn1c(=N)n(CC(=O)c2ccc(Br)s2)c2ccccc21
  A: 11	B: -15	C: -9	D: -34	E: -4	F: 4	G: -2	H: 2	I: 2	J: 2	K: 12

CSC1=N/C(=C\c2ccc(C)o2)C(=O)S1
  A: 4	B: -3	C: 12	D: -7	E: 1	F: 6	G: 3	H: -3	I: 5	J: 5	K: -5

COc1ccc(/C=N/NC(=O)c2cccc([N+](=O)[O-])c2)cc1OC
  A: -14	B: 14	C: -23	D: 10	E: -26	F: -3	G: -2	H: -1	I: 2	J: -7	K: -1

O=C(Nc1ccccc1N1CCCC1)C1CC(=O)N(Cc2ccccc2)C1 (configuration not stated)
  A: 23	B: 4	C: -1	D: 16	E: -4	F: 2	G: -5	H: -4	I: 12	J: 6	K: -4

O=C(CSc1ncccc1C(=O)O)c1cccc(C(F)(F)F)c1
  A: -20	B: 1	C: -31	D: -53	E: 6	F: -43	G: -24	H: 4	I: -6	J: -66	K: 1

Cc1cccc(-c2nc(CN3CCCC(C(=O)NC4CCCCC4)C3)c(C)o2)c1 (configuration not stated)
  A: -1	B: 4	C: 7	D: 7	E: -9	F: 9	G: 6	H: -1	I: -5	J: 19	K: -4

Cc1c(Cl)ccc(S(=O)(=O)Nc2cccnc2)c1Cl
  A: 10	B: 13	C: -13	D: 7	E: 12	F: 8	G: 3	H: -2	I: -2	J: 14	K: -9

CCc1ccc(NC(=O)CS(=O)CC(=O)N2CCN(c3ccccc3F)CC2)cc1 (configuration not stated)
  A: -3	B: -15	C: -22	D: -1	E: 15	F: 4	G: 1	H: 3	I: 11	J: 2	K: 25

CCOC(=O)N1CCC(=NNc2nc3ccccc3s2)CC1
  A: 4	B: 2	C: -94	D: -1	E: 11	F: -220	G: -9	H: -1	I: -107	J: -204	K: -6

COc1ccc(Nc2nc(NCc3ccco3)nc(N)c2[N+](=O)[O-])cc1
  A: -26	B: 19	C: 13	D: -28	E: -17	F: 14	G: ·	H: 1	I: -4	J: 4	K: -25

O=C(N/N=C/c1ccco1)c1ccc(Br)o1
  A: -33	B: -19	C: -70	D: -57	E: 14	F: -18	G: 5	H: 2	I: -8	J: -4	K: -2

CCc1nnc(NC(=O)C2CCCN(C(=O)c3ccc(Cl)cc3)C2)s1 (configuration not stated)
  A: -2	B: 24	C: -32	D: -8	E: -4	F: -149	G: -60	H: 3	I: -63	J: -116	K: -7

O=c1oc2ccccc2cc1NCc1ccccc1O
  A: -4	B: 20	C: -40	D: -33	E: 0	F: -247	G: -93	H: -2	I: -9	J: -359	K: 13

COc1ccc(-c2nc3ccc(Br)cn3c2CC(C)(C)C)cc1OC
  A: 10	B: 13	C: -5	D: 7	E: -2	F: -5	G: ·	H: ·	I: -15	J: -4	K: -12

CCCN(CCC)Cc1cc(=O)oc2cc(OC)c(Cl)cc12
  A: -30	B: 9	C: -26	D: -1	E: -27	F: 7	G: ·	H: ·	I: -7	J: 5	K: -20

CCCNc1ccc(S(=O)(=O)N(C(C)C)C(C)C)cn1
  A: 2	B: 13	C: 6	D: -26	E: -8	F: 2	G: -1	H: -1	I: -8	J: -2	K: -5

O=C(Nc1nccs1)c1ccc(CSc2nnnn2-c2ccccc2)cc1
  A: 20	B: 1	C: -18	D: 8	E: 26	F: -50	G: -16	H: 0	I: 23	J: -17	K: 8

CC1C(=O)N2CCCc3cc(NC(=O)C(=O)NCCc4ccc(F)cc4)cc1c32 (configuration not stated)
  A: -7	B: -14	C: 7	D: 2	E: 5	F: -2	G: -9	H: 0	I: -13	J: -1	K: 13

Cc1ccc(C(=O)CCC(=O)Nc2ncccc2O)cc1
  A: 5	B: 7	C: -2	D: -40	E: 10	F: -85	G: -52	H: -1	I: -36	J: -90	K: 21

Cc1ccc(NC(=O)c2ccc3nc[nH]c3c2)nc1
  A: 27	B: -36	C: -169	D: -9	E: -1	F: -159	G: -24	H: 3	I: -46	J: -182	K: 31

CCCn1c(SCC#N)nc2c(c1=O)C1(CCCC1)Cc1ccccc1-2
  A: 9	B: 16	C: -47	D: -2	E: -5	F: 21	G: 2	H: -2	I: -37	J: -11	K: 13

N=c1c(C(=O)NCc2ccc(F)cc2)cc2c(=O)n3ccccc3nc2n1CCCN1CCOCC1
  A: -51	B: -25	C: -41	D: -13	E: -5	F: 18	G: -18	H: 1	I: 11	J: -10	K: 20

CC(C)C(=O)NNS(=O)(=O)c1ccccc1
  A: 19	B: 6	C: -39	D: -9	E: -6	F: 17	G: 8	H: 0	I: -22	J: 4	K: -6

COCCCNC(=S)N(Cc1ccccc1)Cc1nc2ccccc2c(=O)[nH]1
  A: -3	B: 21	C: 19	D: 29	E: -11	F: 11	G: -6	H: 1	I: -6	J: -4	K: -10

Cc1ccc(NC(=O)COC(=O)Cn2nc(-c3ccc(F)cc3)oc2=O)cc1C
  A: -14	B: 1	C: -33	D: -9	E: -5	F: 10	G: 10	H: ·	I: 4	J: 7	K: 7

CCOP(=O)(Cc1ccc(C(C)(C)CC(C)=O)o1)OCC
  A: -10	B: 2	C: 21	D: -13	E: -3	F: 0	G: 0	H: -3	I: -2	J: 12	K: -2

COCCCNC(=O)CN1C(=O)COc2ccc(S(=O)(=O)N3CCCCCC3)cc21
  A: 18	B: -7	C: -1	D: -6	E: -2	F: 3	G: 2	H: -2	I: -5	J: -4	K: -4

CCOC(=O)N1CCN(c2c(N3CCN(c4ccccn4)CC3)c(=O)c2=O)CC1
  A: -32	B: 0	C: 3	D: 12	E: -6	F: 9	G: 7	H: 10	I: 1	J: 7	K: 2

CCOC(=O)c1ccc(NC(=O)CSc2nc(=O)n(CCN3CCOCC3)c3c2CCC3)cc1
  A: 1	B: 21	C: -14	D: 1	E: 2	F: 22	G: 13	H: 1	I: -16	J: -1	K: 10

NS(=O)(=O)c1ccc(NC(=S)N2CCN(c3ccccc3Cl)CC2)cc1
  A: -4	B: 4	C: -20	D: 8	E: -10	F: 24	G: 2	H: 0	I: -7	J: 8	K: -2

c1ccc(SCCOCCn2cncn2)cc1
  A: -2	B: -9	C: 2	D: -20	E: 6	F: -26	G: 12	H: 2	I: 9	J: -5	K: -20

CC1CCCN(S(=O)(=O)c2ccc(Br)s2)C1 (configuration not stated)
  A: 6	B: -2	C: -20	D: 0	E: -5	F: 10	G: 7	H: -3	I: -26	J: 18	K: -8

Brc1cc2c(cc1COc1ccc(-c3nn[nH]n3)cc1)OCO2
  A: -10	B: 1	C: -67	D: -60	E: 0	F: -145	G: -8	H: 0	I: 5	J: -54	K: -6

O=C(COC(=O)/C=C/c1ccc(F)cc1)Nc1cc(C(F)(F)F)ccc1N1CCOCC1
  A: 2	B: 5	C: -24	D: 4	E: -5	F: 22	G: -11	H: 1	I: -12	J: -1	K: 5

CCOC(=O)CCC(NC(=O)c1ccc(CNc2nc3cc(C(F)(F)F)ccc3nc2C(=O)OCC)cc1)C(=O)OCC (configuration not stated)
  A: -14	B: -3	C: -7	D: -25	E: -2	F: -14	G: 4	H: ·	I: -11	J: -3	K: 11

COCCCNC(=O)Cn1cc(/C=C(\C#N)C(=O)NC2CC2)c2ccccc21
  A: -23	B: 9	C: -32	D: 3	E: -4	F: 15	G: 6	H: 2	I: -24	J: 0	K: 13

CN(C)c1ccc(C(=O)c2ccc(N(C)C)c(N)c2)cc1N
  A: 7	B: 8	C: -33	D: -2	E: 5	F: -98	G: -9	H: -1	I: -13	J: -23	K: 4

Some of the compounds tested; count on the stated rates, not on these rows.
